Assay outcomes as filed in PubChem.
DNA FID counter = displaces DNA intercalator in HCV helicase counter-screen | 290,000 compounds, 0.17% hits | inhibition, % at 7.9 µM | DNA fluorescent intercalator displacement, fluorescence; in the data active = inhibition above about 37%;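 note: 0% = vehicle and 100% = reference compound; higher means more ethidium bromide displaced from hairpin DNA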
IMP-1 inhibitor = blocks Pseudomonas aeruginosa IMP-1 metallo-beta-lactamase | inhibition, % at 5.6 µM | purified IMP-1, nitrocefin hydrolysis, epi-absorbance fluorescence | 290,000 compounds, 0.45% hits;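 active = inhibition above the mean plus 3 SD of all compounds in the same screening run, cut at about 4.5% in these data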;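 note: 0% = IMP-1 with DMSO and 100% = DMSO wells lacking enzyme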
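Assay system: purified recombinant IMP-1 beta-lactamase. Input: IMP-1 0.2 nM before substrate addition. Buffer or medium: Zinc- and detergent-supplemented HEPES buffer, pH 7.1. Schedule: 25 °C, 15 min preincubation, 25 min reaction. Signal: Epi-absorbance fluorescence, 480 nm excitation, 530 nm emission. Evaluation: percent inhibition from optical density relative to buffer-blank wells.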
GalR3 antagonist = blocks the human galanin receptor 3. O60755. HEK293 GalR3-CNG cAMP membrane potential fluorescence; galR3 body fused to GalR1 C-terminus. inhibition, % at 3 µM. 360,000 compounds, 0.44% hits. AID 651719;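 active = inhibition above the screen-wide average plus 3 SD, cut at about 13% in these data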;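 note: forskolin and galanin both at EC90 stimulate the cells; cAMP rise reported by CNG channel membrane potential dye signal; 0% = forskolin plus galanin with DMSO and 100% = forskolin alone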
GPR7 antag = blocks human GPR7 receptor signaling; inhibition, % at 4.4 µM; 290,000 compounds, 1.1% hits; GPR7-expressing cells, fluorescence antagonist assay; P48145; in the data active = inhibition above about 16%, passing the limit was not always enough;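 note: cells stimulated with the agonist NPW; 0% = agonist with vehicle and 100% = vehicle without agonist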
PHOSPHO1 inh = blocks human PHOSPHO1 phosphatase activity; Q8TCT1; recombinant PHOSPHO1, absorbance phosphatase assay; inhibition, % at 13.3 µM; 290,000 compounds, 1.1% hits; in the data active = inhibition above about 60%
HCV NS3 hel inh = inhibitors of Hepatitis C virus NS3 helicase; NS3 helicase DNA unwinding, Cy5 molecular beacon fluorescence; inhibition, % at 10.9 µM; 290,000 compounds, 0.56% hits;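 active = inhibition above the mean of all tested compounds plus 3 SD, set per campaign, cut at about 35% in these data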;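 note: 0% = DMSO wells and 100% = thioflavine S control wells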
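assay system = NS3 helicase fragment of HCV | buffer or medium = MOPS pH 6.5, MgCl2, DTT, Tween20, BSA | timing = 60 min unwinding reaction at 25 °C after ATP addition | signal = Cy5 beacon fluorescence read at start and 1 h | read-out basis = % inhibition of unwinding | control set = low DMSO, high thioflavine S at 110 µM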
OXTR agonist = activates the human oxytocin receptor; 320,000 compounds, 0.32% hits; P30559; activation, % at 3 µM; CHO-OTR cells, Fluo-8 calcium fluorescence; normalized: DMSO 0%, oxytocin 100%;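 active = activation above the mean of all tested compounds plus 3 SD, cutoff set per screening run, cut at about 20% in these data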;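 note: peak over basal fluorescence ratio from a 100 s FLIPR kinetic read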
Target sequence (P30559 whole entry, looked up): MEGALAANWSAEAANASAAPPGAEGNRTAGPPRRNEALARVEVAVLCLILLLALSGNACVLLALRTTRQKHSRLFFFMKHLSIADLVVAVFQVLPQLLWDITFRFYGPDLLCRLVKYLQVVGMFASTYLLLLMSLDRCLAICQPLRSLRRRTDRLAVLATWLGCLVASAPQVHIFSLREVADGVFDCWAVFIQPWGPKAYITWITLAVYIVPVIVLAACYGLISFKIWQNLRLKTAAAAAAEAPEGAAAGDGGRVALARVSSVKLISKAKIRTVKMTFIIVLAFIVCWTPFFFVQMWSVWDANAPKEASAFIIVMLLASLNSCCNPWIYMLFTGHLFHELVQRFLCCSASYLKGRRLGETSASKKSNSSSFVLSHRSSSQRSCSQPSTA
V1aR counter = counter-screen for oxytocin receptor agonists: human V1a receptor agonists; P37288; CHO-V1R cells, Fluo-8 calcium fluorescence, agonist mode; 0% DMSO, 100% 3 nM vasopressin; activation, % at 3 µM; 320,000 compounds, 0.25% hits;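 active = activation above the mean activation of all tested compounds plus 3 SD, per screening run, cut at about 20% in these data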;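 note: signal is peak over basal fluorescence ratio across a 100 second FLIPR read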
Target sequence (P37288 whole entry, looked up): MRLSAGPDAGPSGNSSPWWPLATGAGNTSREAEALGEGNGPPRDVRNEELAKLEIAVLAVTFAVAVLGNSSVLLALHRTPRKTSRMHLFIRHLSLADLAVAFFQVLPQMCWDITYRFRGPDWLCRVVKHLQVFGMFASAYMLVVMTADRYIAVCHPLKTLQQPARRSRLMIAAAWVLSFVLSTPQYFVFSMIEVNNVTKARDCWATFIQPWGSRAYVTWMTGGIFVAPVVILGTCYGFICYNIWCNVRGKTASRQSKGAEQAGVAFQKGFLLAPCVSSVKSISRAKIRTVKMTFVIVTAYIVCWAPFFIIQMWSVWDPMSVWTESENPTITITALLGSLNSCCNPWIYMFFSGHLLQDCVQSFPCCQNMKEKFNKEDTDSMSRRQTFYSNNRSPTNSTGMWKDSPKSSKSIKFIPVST
VIM-2 inh = inhibitors of Pseudomonas aeruginosa VIM-2 metallo-beta-lactamase | inhibition, % at 5.6 µM | 290,000 compounds, 0.89% hits | purified VIM-2, nitrocefin hydrolysis, epi-absorbance fluorescence | AID 1527;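 active = inhibition above the mean of all tested compounds plus 3 SD, cutoff set per screening run, cut at about 7.5% in these data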;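 note: red hydrolysis product quenches plate fluorescence so inhibitors raise well fluorescence; 0% = enzyme with DMSO and 100% = DMSO without enzyme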
Starred values were filed as active, the others as inactive; nt = no result given.

1) NC(=O)C1CCN(C(=O)C2CCC(=O)N(Cc3ccc(Cl)cc3)C2)CC1 (stereo unspecified)
2) CCC(=O)Nc1cccc(NC(=S)NC(=O)c2ccc(Cl)cc2)c1
3) Cc1ccc(C(=O)NCC(=O)O)s1
4) COc1ccc(NC(=O)c2cnc3sccn3c2=O)cc1
5) Cc1cccc(C(=O)NC(=S)Nc2ccc(N3CCOCC3)cc2)c1
6) COCCOC(=O)c1c(NC(=O)CNc2ccc(C)c(F)c2)sc(C(N)=O)c1C

Screen / compound no.	1	2	3	4	5	6
DNA FID counter	-5.3	0.5	0.7	1.3	-4.4	-0.3
IMP-1 inhibitor	-1.2	-0.9	-2.7	-0.9	2.6	-1.0
GalR3 antagonist	-2.8	-10.5	-2.8	-1.4	-1.1	-1.6
GPR7 antag	-13.9	-3.4	-8.6	-7.7	4.7	-5.3
PHOSPHO1 inh	25.0	6.1	33.9	-5.7	-16.8	31.5
HCV NS3 hel inh	-0.9	2.3	2.0	4.7	13.3	5.1
OXTR agonist	0.1	5.5	-0.5	-0.5	-0.1	3.9
V1aR counter	0.2	7.7	1.3	2.9	3.2	4.1
VIM-2 inh	-1.2	-1.9	-2.8	1.9	1.5	-1.3

7) CC(C)[C@H](NC(=O)[C@@H]1Cc2ccccc2CN1C(=O)OC(C)(C)C)C(=O)NC1CCCC1
8) Clc1ccc(Cn2ncc3c(NCc4ccccc4)ncnc32)c(Cl)c1
9) Cc1cc(C(=O)NN)c2cc(Br)ccc2n1
10) COc1ccc(CN(C)Cc2c(O)ccc3cc(Br)ccc23)cc1OC
11) Cc1ccc(CSCC(=O)NCCCN2CCOCC2)cc1
12) CCOC(=O)c1sc(NC(=O)c2cccs2)nc1C

Screen / compound no.	7	8	9	10	11	12
DNA FID counter	-32.7	2.0	-6.5	-0.2	4.8	1.0
IMP-1 inhibitor	-3.3	-1.4	-3.5	-0.8	-2.6	-1.8
GalR3 antagonist	-9.1	-3.9	-7.6	-11.2	-3.0	-6.5
GPR7 antag	-12.0	14.6	3.3	4.6	-11.6	-5.5
PHOSPHO1 inh	7.2	-5.0	10.4	-18.3	36.8	52.4
HCV NS3 hel inh	1.3	4.6	-0.6	-24.1	4.1	1.5
OXTR agonist	-1.0	0.3	-1.4	3.0	0.0	nt
V1aR counter	-0.4	-0.1	-0.7	5.3	-0.5	nt
VIM-2 inh	-3.9	-1.5	-2.1	-0.5	-1.8	-1.5

Already shown: entries from further up.
3) Cc1ccc(C(=O)NCC(=O)O)s1
4) COc1ccc(NC(=O)c2cnc3sccn3c2=O)cc1
5) Cc1cccc(C(=O)NC(=S)Nc2ccc(N3CCOCC3)cc2)c1
6) COCCOC(=O)c1c(NC(=O)CNc2ccc(C)c(F)c2)sc(C(N)=O)c1C
7) CC(C)[C@H](NC(=O)[C@@H]1Cc2ccccc2CN1C(=O)OC(C)(C)C)C(=O)NC1CCCC1
8) Clc1ccc(Cn2ncc3c(NCc4ccccc4)ncnc32)c(Cl)c1
9) Cc1cc(C(=O)NN)c2cc(Br)ccc2n1
10) COc1ccc(CN(C)Cc2c(O)ccc3cc(Br)ccc23)cc1OC

Screen / compound no.	3	4	5	6	7	8	9	10
DNA FID counter	0.7	1.3	-4.4	-0.3	-32.7	2.0	-6.5	-0.2
IMP-1 inhibitor	-2.7	-0.9	2.6	-1.0	-3.3	-1.4	-3.5	-0.8
GalR3 antagonist	-2.8	-1.4	-1.1	-1.6	-9.1	-3.9	-7.6	-11.2
GPR7 antag	-8.6	-7.7	4.7	-5.3	-12.0	14.6	3.3	4.6
PHOSPHO1 inh	33.9	-5.7	-16.8	31.5	7.2	-5.0	10.4	-18.3
HCV NS3 hel inh	2.0	4.7	13.3	5.1	1.3	4.6	-0.6	-24.1
OXTR agonist	-0.5	-0.5	-0.1	3.9	-1.0	0.3	-1.4	3.0
V1aR counter	1.3	2.9	3.2	4.1	-0.4	-0.1	-0.7	5.3
VIM-2 inh	-2.8	1.9	1.5	-1.3	-3.9	-1.5	-2.1	-0.5

11) Cc1ccc(CSCC(=O)NCCCN2CCOCC2)cc1
12) CCOC(=O)c1sc(NC(=O)c2cccs2)nc1C

Screen / compound no.	11	12
DNA FID counter	4.8	1.0
IMP-1 inhibitor	-2.6	-1.8
GalR3 antagonist	-3.0	-6.5
GPR7 antag	-11.6	-5.5
PHOSPHO1 inh	36.8	52.4
HCV NS3 hel inh	4.1	1.5
OXTR agonist	0.0	nt
V1aR counter	-0.5	nt
VIM-2 inh	-1.8	-1.5

Remaining list, next part
13) CC(=O)N/C(=C\c1ccc(F)cc1)C(=O)NC(C(=O)O)C(C)C (stereo unspecified)
14) CC(c1cccs1)N(Cc1ccco1)C(=O)Nc1ccc(Cl)c(Cl)c1 (stereo unspecified)
15) CCNC(=O)n1cc(-n2cncn2)c(-c2ccccc2)n1
16) CC(=O)N1N=C(N)SC1c1cccc([N+](=O)[O-])c1 (stereo unspecified)
17) C(=C\c1ccccc1)/C=N/Nc1nc2ccccc2[nH]1
18) Cc1c(C)n(C(=O)CN2CCN(c3ccccc3)CC2)c2ccccc12

Screen / compound no.	13	14	15	16	17	18
DNA FID counter	0.7	-2.9	-2.1	6.1	-0.1	-6.2
IMP-1 inhibitor	-2.2	-4.7	-1.6	-1.2	-0.8	-4.5
GalR3 antagonist	-3.3	-5.3	-3.9	-10.3	-8.5	-2.5
GPR7 antag	-7.9	-11.7	-13.5	-7.3	-5.8	0.6
PHOSPHO1 inh	29.2	-3.9	42.1	14.3	-4.5	3.9
HCV NS3 hel inh	1.0	-8.7	-1.2	3.3	-10.2	-1.1
OXTR agonist	0.1	0.7	2.8	-1.2	-0.4	-1.2
V1aR counter	1.1	2.1	0.8	0.5	0.8	0.2
VIM-2 inh	-3.3	-2.8	-2.1	-0.1	-0.5	-1.0

19) COc1ccc(C)cc1NC(=O)C(OC(=O)CNC(=O)c1cccc(F)c1)c1ccccc1 (stereo unspecified)
20) O=C(Cn1cnc2ccccc2c1=O)Nc1nnc(SCc2ccccc2)s1
21) c1cc2c(cc1-n1cnnn1)OCO2
22) CCc1nnc(NC(=O)C(=O)NCCOC(=O)c2ccccc2)s1
23) COc1ccc(NC(=O)N2C3CCCC2CC(NC(=O)C2CC2)C3)cc1 (stereo unspecified)
24) COC(=O)c1ccccc1NC(=O)CNCCc1ccc(OC)c(OC)c1

Screen / compound no.	19	20	21	22	23	24
DNA FID counter	-3.6	-1.1	-7.7	-14.8	-6.4	-0.3
IMP-1 inhibitor	-4.5	-2.3	-1.8	-4.2	-1.7	-3.2
GalR3 antagonist	-5.0	-8.5	-3.3	-6.1	-8.3	-4.8
GPR7 antag	-7.5	-1.4	0.7	-5.8	-4.1	-10.5
PHOSPHO1 inh	0.8	5.7	32.2	5.5	18.4	27.5
HCV NS3 hel inh	-6.5	1.0	-6.2	10.2	1.9	2.5
OXTR agonist	-2.8	3.9	0.2	-0.4	0.1	2.0
V1aR counter	-1.3	1.7	-0.3	0.0	0.8	11.6
VIM-2 inh	-2.6	-2.5	-0.3	-3.2	-3.7	-1.0

25) NC1=NC[C@H](Cc2ccc(O)cc2)N1CCc1cccc2ccccc12
26) O=C(NCCO)Nc1ccc2nc(-c3ccco3)c(-c3ccco3)nc2c1
27) CN(CCc1ccccn1)c1ccc([N+](=O)[O-])cn1
28) COc1cccc(C(=O)NC2CCN(C(=O)N3CCCCC3)CC2)c1

Screen / compound no.	25	26	27	28
DNA FID counter	nt	23.6	-0.7	-12.3
IMP-1 inhibitor	nt	6.4*	-1.4	-2.2
GalR3 antagonist	-6.4	nt	2.9	2.6
GPR7 antag	nt	-3.4	-4.6	6.0
PHOSPHO1 inh	22.1	1.7	55.7	11.4
HCV NS3 hel inh	nt	56.9*	-5.1	-0.8
OXTR agonist	-0.3	0.5	0.6	-0.1
V1aR counter	1.2	1.9	0.5	1.3
VIM-2 inh	nt	3.9	-1.9	-3.1

Random draw from the library. About 4.3% of those tested had a hit in this group.
